From PubChem BioAssay
PLK1 PBD inh = PLK1 (human) polo-box domain binding inhibition | Plk1 PBD binding of FITC phosphopeptide, fluorescence polarization | Potency, µM, without a hit: max response, negative = inhibition, usual class: inhibitors | 360,000 compounds, 2.8% hits | AID 720504; also: potency is read from the fitted curve at half-maximal effect; series mostly up to about 57 µM; % is scaled to controls: 0 for no effect and ±100 for the full control effect; nearly all actives have a fitted effect of over 65% in size
PTHR1 ag = PTHR1 (human) receptor agonism | Q03431 | HEK293 GP2 PTHR1 cells, GloSensor cAMP luminescence, 1 h | Potency, µM (highest dose often 115 µM), inactives show at the highest dose activation, usual class: activators | 410,000 compounds, 0.075% hits; also: potency is read from the fitted curve at half-maximal effect; nearly all actives have a fitted effect of over 55% in size; some results filed as inactive show a strong effect at the top dose; inactives centre near -15; many of its hits are not listed in these tables
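HEK-293-derived GP2 cells expressing PTHR1 and a GloSensor cAMP reporter, 3,000/well, plated overnight, given luciferin plus IBMX (each 0.5 mM as added) for 1 h at 37 °C, then compound for 1 h at 37 °C. Luminescence was read after 15 min at room temperature.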
IL-2 act = IL-2 activation; IL-2 activation reporter assay, cell-based qHTS; stimulated with anti-CD3/CD4/CD28 beads; in transgenic mouse T cells; activation, % (series mostly up to about 46 µM); 360,000 compounds, 0.065% hits; AID 652025; in the data active = activation above about 50%; inconclusive = mostly about 30% to 49%; also: 0% is about no effect
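Readout: EGFP and DsRed signals by fluorescent plate cytometry. Unstimulated transgenic mouse T cells received compound 60 min before antibody-bead stimulation, then incubated 18 h at 37 degrees C.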
HEK293 tox = cytotoxicity in counter-screen for GLP-1R inverse agonists | HEK293 cAMP-luciferase reporter cells, luminescence, 24 h | Potency, µM (series often up to 38.3 µM), for the others: top-dose activity change, negative = inhibition, most hits filed as inhibitors | 410,000 compounds, 0.13% hits | AID 624418;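 also: loss of luciferase light is scored as toxicity; potency is read from the fitted curve at half-maximal effect; % is scaled to controls: 0 for no effect and ±100 for the full control effect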
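Quantitative HTS format, 1536 wells, 200 cells/uL seeded. Compounds: 23 nL, 24 h, 37 °C. Detection: luciferase reagent, luminescence at 12 min RT; decreased signal taken as cytotoxic.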
GLP1R ag = GLP-1 receptor (human) agonism. P43220. HEK293 GLP-1R CRE-luciferase, luminescence, 4-6 h; cells express a hypersensitive GLP-1R form. Potency, µM (series often up to 45.6 µM), for inactives: top-dose activation, usual class: activators. 380,000 compounds, 0.007% hits; also: potency is read from the fitted curve at half-maximal effect; % of control where 0% means no effect
Target sequence (P43220 whole entry, looked up): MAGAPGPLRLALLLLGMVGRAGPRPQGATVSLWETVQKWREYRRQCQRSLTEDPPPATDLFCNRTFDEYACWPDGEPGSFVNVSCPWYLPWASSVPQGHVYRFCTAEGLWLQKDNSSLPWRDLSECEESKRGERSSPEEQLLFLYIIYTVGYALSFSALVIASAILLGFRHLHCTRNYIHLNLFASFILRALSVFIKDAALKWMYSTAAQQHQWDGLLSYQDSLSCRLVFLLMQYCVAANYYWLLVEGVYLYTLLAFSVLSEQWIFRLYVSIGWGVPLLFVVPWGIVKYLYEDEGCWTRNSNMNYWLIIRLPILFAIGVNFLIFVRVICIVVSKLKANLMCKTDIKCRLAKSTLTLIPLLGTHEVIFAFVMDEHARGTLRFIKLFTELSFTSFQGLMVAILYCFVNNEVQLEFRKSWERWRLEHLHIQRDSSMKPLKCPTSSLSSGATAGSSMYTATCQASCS
GLP-1R inv ag = GLP-1 receptor (human) inverse agonism | P43220 | Potency, µM (top dose mostly 38.3 µM), for the others: at the highest dose activity change, negative = inhibition, usual class: inhibitors | AID 624417 | 410,000 compounds, 1.6% hits | HEK293 GLP-1R CRE-luciferase, luminescence, 24 h; GLP-1R form is constitutively active; also: potency is read from the fitted curve at half-maximal effect; % is scaled to controls: 0 for no effect and ±100 for the full control effect; nearly all actives have a fitted effect of over 55% in size
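GLP-1R inverse agonism mode: basal reporter luminescence in engineered HEK293 cells measured after one day of compound exposure at 37 deg C, with a 12 min room-temperature detection step.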
EPAC1 agonist = activates human EPAC1 exchange factor. EPAC1 agonist qHTS, biochemical assay; response scale: 100% = response to 6.5 mM cAMP. 360,000 compounds, 0.073% hits. Potency, µM (top dose mostly 154 µM), for inactives: at the highest dose activation, most hits filed as activators; also: potency is read from the fitted curve at half-maximal effect; nearly all actives have a fitted effect of over 60% in size
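Fluorescent GDP-exchange assay: 100 nM EPAC1 with 250 nM Rap1B preloaded with BODIPY-GDP and 50 uM GDP; compounds tested as concentration series, 5 min at room temperature, then read every 5 min for 30 min (ex 480/em 540 nm); normalized to 6.5 mM cAMP.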
EPAC1 antag = antagonists of human EPAC1. O95398. 360,000 compounds, 0.14% hits. EPAC1 GEF assay, Rap1b-BODIPY-GDP exchange fluorescence. Potency, µM (doses to about 115 µM), for the others: at the top dose activity change, negative = inhibition, hits mostly inhibitors. AID 720709;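 also: potency is read from the fitted curve at half-maximal effect; plate controls were vehicle for no effect and positive control for full effect; nearly all actives have a fitted effect of over 50% in size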
PI5P4K alpha inh = blocks human PI5P4K alpha kinase activity; PI5P4Kalpha enzyme, ADP-Glo luminescence, 60 min; hits give low values; max response, %; 330,000 compounds, 1.2% hits; P48426; active = max response of -50% or lower; inconclusive = between -30% and -50%; inactive = -30% or higher; also: value at the top dose of about 77 µM; % is scaled to controls: 0 for no effect and ±100 for the full control effect
Target sequence (P48426 whole entry, looked up): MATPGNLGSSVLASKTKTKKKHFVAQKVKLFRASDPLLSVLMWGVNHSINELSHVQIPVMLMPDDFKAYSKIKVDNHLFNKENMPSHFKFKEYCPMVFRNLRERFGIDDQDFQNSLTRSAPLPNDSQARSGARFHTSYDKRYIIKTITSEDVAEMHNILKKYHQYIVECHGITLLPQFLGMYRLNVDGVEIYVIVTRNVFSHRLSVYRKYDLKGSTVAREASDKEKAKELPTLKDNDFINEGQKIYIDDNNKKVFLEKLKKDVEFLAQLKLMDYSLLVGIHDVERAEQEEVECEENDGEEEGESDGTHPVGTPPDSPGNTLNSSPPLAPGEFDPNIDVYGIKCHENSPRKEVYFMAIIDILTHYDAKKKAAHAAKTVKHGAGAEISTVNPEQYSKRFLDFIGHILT
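Compounds were pin-transferred onto PI5P4Kalpha and substrate in HEPES pH 7.4 buffer with EGTA, CHAPS and 5% DMSO. ATP (5 microM final) started the reaction, which ran 60 minutes at room temperature before ADP-Glo detection.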
Starred values were filed as active, the others as inactive; i = inactive; u = inconclusive; x = not tested or not shown; [ ] = another dose, or the depositor's remark. Unless noted, calls follow the shape of the dose curve; as a rule, active = well fitted curve in the direction sought with a large enough effect; inconclusive = small, poorly fitted or top-dose-only effect, or another doubt; inactive = no such curve, though single readings can be large; an effect the other way counts as inactive or inconclusive. Some of the compounds tested (hit frequency here may not be typical).

Second line of a record – PLK1 PBD inh	PTHR1 ag	IL-2 act	HEK293 tox	GLP1R ag	GLP-1R inv ag	EPAC1 agonist	EPAC1 antag	PI5P4K alpha inh
- CC(C)(C)c1ccc(S(=O)(=O)N2CC(=O)Nc3ccccc32)cc1
 : -7%	-14%	-0.9	1%	-2%	0%	0%	-6%	3
- COc1cccc(NC(=O)Cn2c(=O)oc3ccccc32)c1
 : -2%	-12%[57.5 µM]	0.5	1%	0%	0%	-1%	-1%	x
- C=CCN1C(=O)CSc2ccc(C(=O)OCC)cc21
 : -3%	-4%[57.5 µM]	1.1	0%	26%	16%	0%	-11%	x
- Cc1cc(C)cc(C(=O)NCC(=O)OCC(=O)Nc2ccc(C)cc2Br)c1
 : 6%	-39%[inhibitor]	-2.5	1%	4%	-2%	-14%	-5%	2
- O=C(NCc1ccco1)/C(=C\c1cccs1)NC(=O)c1ccccc1
 : 4%	-15%	0.3	-12%	-1%	14%	-11%	13%	1
- CC(C)n1cnnc1SCC(=O)NC(=O)c1ccccc1
 : -2%	-7%	0.1	-4%	14%	7%	8%	-20%	1
- CC(C)[C@H](NC(=O)OC(C)(C)C)C(=O)NCC1CCC(C(=O)N[C@@H](Cc2ccccc2)C(=O)O)CC1 (stereo partly drawn)
 : 6%	i	-1.7	7%	0%	11%	6%	2%	-4
- CC(C)NC(=O)C1(c2ccccc2)CC1(Cl)Cl (stereo not drawn)
 : 13µM*	-3%	-0.5	-6%	3%	-22%	1%	-16%	-2
- COc1ccc(CCn2c(-c3ccncc3)n[nH]c2=S)cc1OC
 : -16%	-9%	3.0	2%	0%	3%	6%	9%	-9
- O=C1CS/C(=N\NC(=O)c2ccccc2)N1
 : -12%	4%	-2.2	3%	2%	3%	9%	6%	4
- COCc1cc(C)nc(SCC(=O)NCC2CCCO2)c1C#N (stereo not drawn)
 : -7%	i	0.4	-2%	6%	15%	6%	10%	-6
- O=C(Nc1cccc(Cl)c1Cl)Nn1cnnc1
 : -8%	i	-2.1	1%	3%	2%	8%	8%	9
- CC(Sc1nnc(N)s1)C(=O)Nc1nccs1 (stereo not drawn)
 : -2%	i	0.9	-9%	3%	-4%	-5%	-9%	3
- O=C1/C(=C/c2ccc(O)cc2)SC(=S)N1CC1CCCO1 (stereo not drawn)
 : 94%[activator]	-12%	5.8	-25%	16%	-17%	15%	8%	0
- Cc1c(NCc2nc3ccccc3[nH]2)c(=O)n(-c2ccccc2)n1C
 : -4%	-8%[57.5 µM]	-0.2	3%	6%	7%	3%	4%	x
- c1ccc2c(c1)CCN(c1ncnc3nc[nH]c13)C2
 : -18%	-13%	-4.1	8%	-2%	59%[activator]	-7%	-8%	5
- CCCNC(=O)CS(=O)Cc1nc(-c2ccc(OC)cc2)oc1C (stereo not drawn)
 : -13%	i	0.4	3%	10%	10%	-8%	14%	-3
- O=C(Nc1ccnn1C1CCN(C(=O)c2cccc(C(F)(F)F)c2)CC1)C1CC1
 : 3%	-32%[inhibitor]	0.2	20%	-5%	18%	19%	-12%	-5
- CN(Cc1ccccc1)S(=O)(=O)c1ccc(Cl)c(C(=O)N2CCC2)c1
 : -8%	-6%	1.1	17%	7%	7%	-1%	-13%	4
- CC(O)(c1ccccc1)c1nc(-c2csc3ccccc23)cs1 (stereo not drawn)
 : 4%	-19%	-0.2	-12%	14%	u	4%	-16%	35

3 records drawn at random from those above:
Second line of a record – PLK1 PBD inh	PTHR1 ag	IL-2 act	HEK293 tox	GLP1R ag	GLP-1R inv ag	EPAC1 agonist	EPAC1 antag	PI5P4K alpha inh
- O=C(Nc1cccc(Cl)c1Cl)Nn1cnnc1
 : -8%	i	-2.1	1%	3%	2%	8%	8%	9
- Cc1c(NCc2nc3ccccc3[nH]2)c(=O)n(-c2ccccc2)n1C
 : -4%	-8%[57.5 µM]	-0.2	3%	6%	7%	3%	4%	x
- O=C1/C(=C/c2ccc(O)cc2)SC(=S)N1CC1CCCO1 (stereo not drawn)
 : 94%[activator]	-12%	5.8	-25%	16%	-17%	15%	8%	0

Exported with bars between the fields: entries from further up
compound | PLK1 PBD inh | PTHR1 ag | IL-2 act | HEK293 tox | GLP1R ag | GLP-1R inv ag | EPAC1 agonist | EPAC1 antag | PI5P4K alpha inh
O=C(Nc1cccc(Cl)c1Cl)Nn1cnnc1 | -8% | i | -2.1 | 1% | 3% | 2% | 8% | 8% | 9
CC(Sc1nnc(N)s1)C(=O)Nc1nccs1 (stereo not drawn) | -2% | i | 0.9 | -9% | 3% | -4% | -5% | -9% | 3

(more compounds)
Second line of a record – PLK1 PBD inh	PTHR1 ag	IL-2 act	HEK293 tox	GLP1R ag	GLP-1R inv ag	EPAC1 agonist	EPAC1 antag	PI5P4K alpha inh
- CN(C)C(CNC(=O)c1cccc(S(=O)(=O)N2CCc3ccccc3C2)c1)c1ccccc1 (stereo not drawn)
 : -5%	-19%	-1.7	-23%	7%	-24%	11%	4%	2
- C=CCC1(NC(C)c2ccccc2)CCCCC1 (stereo not drawn)
 : -7%	-9%	-0.8	20%	-1%	17%	3%	10%	15
- N#CC1=C(N)NC(SCc2ccc(Cl)cc2)=C(C#N)C12CCCCC2
 : -22%	-27%[57.5 µM]	0.1	u	-18%	u	4%	-12%	-2
- COc1ccc(NC(=O)c2cccc(F)c2)cc1Cl
 : -3%	-8%	-2.6	-13%	6%	u	-4%	u	2
- COc1ccccc1N1CCN(C(=O)CCc2ccccc2)CC1
 : -4%	13%	-1.1	10%	-3%	-13%	7%	2%	-1
- O=C(Cn1cnc2ccccc2c1=O)NCC(=O)N1CCN(Cc2ccc3c(c2)OCO3)CC1
 : -1%	-1%[57.5 µM]	2.3	-6%	0%	-6%	8%	11%	0
- CN(C)c1nc(N(C)C)n(C(=O)c2ccc(F)cc2)n1
 : 1%	i	0.1	8%	14%	38%	2%	8%	-3
- C#CCOCCOCCOCCNc1nc(N2CCN(C(=O)[C@H](CCCN=C(N)N)n3cc(C(N)[C@@H](C)CC)nn3)CC2)nc(N2CCN(C(=O)[C@H](CCC(=O)O)n3cc([C@@H](N)CO)nn3)CC2)n1 (stereo partly drawn)
 : -10%	-28%	-0.8	1%	10%	2%	-5%	-18%	-3
- Cc1nc(S(=O)(=O)N(C)c2ccccc2)c(C#N)c(C)c1Cl
 : -18%	-93%[inhibitor]	-0.7	62%[activator]	-7%	5.6µM*	5%	-13%	1
- COCc1cc(=O)n2[nH]c(-c3cccs3)cc2n1
 : -5%	-13%	-3.3	-7%	-4%	-29%	4%	-6%	-9
- CN(C(=O)CSc1nnc2ccccn12)C1CCS(=O)(=O)C1 (stereo not drawn)
 : 5%	-3%	-0.2	-9%	-10%	6%	11%	-1%	-8
- COc1cc(CNC2CCCCCCC2)cc(Cl)c1OC
 : 10%	u	2.6	-56%	-5%	u	1%	4%	5
- CC1=C(n2nnc3ccccc32)C(c2ccccc2)C(C#N)=C(N)O1 (stereo not drawn)
 : 0%	-20%	1.5	-7%	-8%	4%	-7%	-6%	-12
- Cc1nc2cc(Cl)ccc2n1CCO
 : 4%	-5%[57.5 µM]	2.2	-2%	-15%	1%	-1%	15%	x
- CCCN(CCC)CCNC(=O)C1CCN(S(=O)(=O)c2cccc3nsnc23)CC1
 : -12%	0%	0.2	-14%	1%	6%	9%	3%	0
- O=C(Nc1ccccc1F)C1COc2ccccc2O1 (stereo not drawn)
 : 2%	-1%	-2.8	4%	10%	15%	-9%	-6%	-3
- O=C(Cn1nc(C(F)(F)F)c2c1CCCC2)Nc1ccc(Cl)cc1
 : x	-29%	x	-5%	-6%	u	x	x	x
- CCCCn1c(O)c2n(c1=O)Cc1ccccc1N=C2c1ccc(C)cc1
 : 1%	4%	-0.5	4%	-2%	10%	-14%	-5%	5
- C/C(=N/OC(=O)c1ccc(C)cc1)c1cccs1
 : -8%	i	-0.2	15%	-30%	0%	11%	-15%	-25
- Cc1ccc(NC(=O)CO/N=C/c2ccccc2C)c(C)c1
 : -8%	-2%	-1.8	1%	-1%	u	1%	-2%	5

Three entries from above, ordered by length of the SMILES, largest number first.
Second line of a record – PLK1 PBD inh	PTHR1 ag	IL-2 act	HEK293 tox	GLP1R ag	GLP-1R inv ag	EPAC1 agonist	EPAC1 antag	PI5P4K alpha inh
- CC(C)(C)c1ccc(S(=O)(=O)N2CC(=O)Nc3ccccc32)cc1
 : -7%	-14%	-0.9	1%	-2%	0%	0%	-6%	3
- CC(O)(c1ccccc1)c1nc(-c2csc3ccccc23)cs1 (stereo not drawn)
 : 4%	-19%	-0.2	-12%	14%	u	4%	-16%	35
- C/C(=N/OC(=O)c1ccc(C)cc1)c1cccs1
 : -8%	i	-0.2	15%	-30%	0%	11%	-15%	-25

Continuation.
Second line of a record – PLK1 PBD inh	PTHR1 ag	IL-2 act	HEK293 tox	GLP1R ag	GLP-1R inv ag	EPAC1 agonist	EPAC1 antag	PI5P4K alpha inh
- O=C(CNS(=O)(=O)c1cccc(Cl)c1)Nc1ccc(-c2nc3ccccc3s2)cc1
 : -2%	-44%[inhibitor]	-1.0	-7%	0%	-14%	-3%	-6%	-5
- CC(C)Oc1ccc(CNC(=O)CCC(=O)N2CCSc3ccccc32)cc1
 : -4%	-38%[inhibitor]	-0.2	-2%	4%	u	-3%	-7%	9
- CCCCc1nnc(NC(=O)CSc2nc(O)c(-c3ccccc3)c(=O)[nH]2)s1
 : -12%	i	0.8	-14%	0%	21%	-1%	-22%	-22
- COc1ccc(NC(=O)CSc2nc3c(c(=O)[nH]2)CCC3)cc1OC
 : -8%	i	0.4	0%	5%	19%	-1%	-15%	2
- Cn1cc(/C=N/NC(=O)c2cc3cc(Br)ccc3o2)c2ccccc21
 : 5%	i	-1.4	-2%	0%	-26%	-8%	-27%	-13
- CCOC(=O)c1ccc(NC(=O)/C=C/c2cccs2)cc1
 : -13%	-21%	0.8	-22%	13%	u	21%	-12%	-3
